FBPA Giardia inh: Giardia lamblia aldolase inhibition | purified Giardia FBPA | A8B2U2 | hit rate 0.71% among 290,000 | Potency, µM (titrated, usually from 59.6 µM), for inactives: at the top dose activity, negative = inhibition, hits mostly inhibitors; further: potency means the concentration at half of the fitted maximal effect; nearly all actives have a fitted effect of over 55% in size
Target sequence (A8B2U2 whole entry, looked up): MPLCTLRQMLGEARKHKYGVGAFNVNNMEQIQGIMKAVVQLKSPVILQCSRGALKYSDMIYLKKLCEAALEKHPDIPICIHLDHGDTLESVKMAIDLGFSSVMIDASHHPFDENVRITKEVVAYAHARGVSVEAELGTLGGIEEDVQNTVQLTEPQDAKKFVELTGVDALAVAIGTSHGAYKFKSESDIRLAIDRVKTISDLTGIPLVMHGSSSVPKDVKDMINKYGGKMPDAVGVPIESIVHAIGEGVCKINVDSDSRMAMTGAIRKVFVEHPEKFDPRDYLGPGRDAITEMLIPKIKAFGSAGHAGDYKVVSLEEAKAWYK
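Giardia FBPA (40 nM reagent) was preincubated 10 min at RT with compound (up to 57.5 uM final), then substrate plus GAPDH/TPI/NAD/arsenate coupling system with diaphorase/resazurin was added; resorufin fluorescence (525/598 nm) was read after 20 min.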
HCMV antiviral: human cytomegalovirus inhibition | activity change, negative = inhibition, % at 57.5 µM | hit rate 4.5% among 410,000 | HFF cells, HCMV-luciferase reporter, 72 h; stronger effect = lower value; in the data active means activity change below about -60%; inconclusive means no clear call, values can overlap the other calls; inactive means above about -39%
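Screen run at 2 compound doses on HFFs infected with reporter HCMV, MOI 1 PFU/cell. Luciferase activity from cell lysates at 72 h post infection gave inhibition relative to buffer-only and Salinomycin wells.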
AMA1 RON2 block: disrupts binding of P. falciparum AMA1 to RON2. hit rate 0.2% among 360,000. AlphaScreen AMA1-biotinylated RON2 peptide binding. Potency, µM (top dose mostly 58.2 µM), for the others: top-dose activity change, negative = inhibition, actives largely listed as inhibitors. AID 720542;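 further: potency means the concentration at half of the fitted maximal effect; 0% = vehicle wells and -100% = peptide control; nearly all actives have a fitted effect of over 45% in size; some results filed as inactive show a strong effect at the top dose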
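AMA1 (3D7) with his tag at 25 nM final met compounds first, then biotinylated RON2 peptide at 25 nM; detection used donor plus acceptor beads, 10 µg/mL apiece, read by AlphaScreen after 30 min at room temperature.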
AmpC no deterg: blocks E. coli AmpC beta-lactamase in detergent-free assay; AmpC nitrocefin hydrolysis, absorbance 480 nm, 0.0001% Triton; Potency, µM (highest dose often 57.1 µM), for inactives: at the highest dose activity change, negative = inhibition, most hits filed as inhibitors; hit rate 0.52% among 330,000;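 further: potency means the concentration at half of the fitted maximal effect; plate controls were no compound for no effect and no enzyme for full effect; nearly all actives have a fitted effect of over 20% in size; some results filed as inactive show a strong effect at the top dose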
Target sequence (P00811 whole entry, looked up): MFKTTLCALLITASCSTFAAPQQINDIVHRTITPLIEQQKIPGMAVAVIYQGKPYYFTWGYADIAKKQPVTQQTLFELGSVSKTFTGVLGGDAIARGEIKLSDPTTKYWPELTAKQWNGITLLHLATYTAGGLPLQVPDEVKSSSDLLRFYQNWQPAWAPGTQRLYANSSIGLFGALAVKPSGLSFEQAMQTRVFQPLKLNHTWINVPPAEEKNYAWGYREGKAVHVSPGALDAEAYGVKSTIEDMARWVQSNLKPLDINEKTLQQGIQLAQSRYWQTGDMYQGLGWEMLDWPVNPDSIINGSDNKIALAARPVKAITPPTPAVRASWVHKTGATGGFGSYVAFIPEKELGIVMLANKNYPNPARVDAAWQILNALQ
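20 mM phosphate pH 7.0 + 0.01% (detergent screen) or 0.0001% Triton X-100; 5.3 nM AmpC reagent; cpd preinc 15 min RT; nitrocefin (800 uM stock) to start; A480 q20 s × 4 min; Activity was normalised to no-enzyme and no-compound control wells.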
Sm TGR block: inhibitors of Schistosoma mansoni thioredoxin glutathione reductase. Potency, µM (doses to about 114 µM), without a hit: at the highest dose activity change, negative = inhibition, actives largely listed as inhibitors. purified TGR, DTNB reduction, TNB absorbance 405 nm. hit rate 3% among 360,000; further: potency means the concentration at half of the fitted maximal effect; nearly all actives have a fitted effect of over 60% in size
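Kinetic colorimetric format: TGR-catalysed, NADPH-driven DTNB reduction monitored via TNB absorbance. Enzyme dispensed at 20 nM; compound exposure 15 min at room temperature before reaction start.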
AmpC inh detg: AmpC beta-lactamase inhibition with detergent present. P00811. AmpC hydrolysis of nitrocefin, absorbance 480 nm, 0.01% Triton. Potency, µM (series often up to 114 µM), for inactives: at the highest dose activity change, negative = inhibition, most hits filed as inhibitors. hit rate 0.041% among 370,000. AID 485294;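 further: potency means the concentration at half of the fitted maximal effect; 0% = no-compound wells and -100% = no-enzyme wells; nearly all actives have a fitted effect of over 25% in size; some results filed as inactive show a strong effect at the top dose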
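20 mM phosphate pH 7.0 + 0.01% (detergent screen) or 0.0001% Triton X-100; 5.3 nM AmpC reagent; cpd preinc 15 min RT; nitrocefin (800 uM stock) to start; A480 q20 s × 4 min; Activity was normalised to no-enzyme and no-compound control wells.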
* marks the source's active call; other numbers are inactive results; ? = inconclusive; nt = no result given; [ ] = dose if it differs, or a comment. Unless noted, the call rests on the fitted dose curve; in most records, active means well fitted curve in the direction sought with a large enough effect; inconclusive means small, poorly fitted or top-dose-only effect, or another doubt; inactive means no such curve, though single readings can be large; an effect the other way counts as inactive or inconclusive. Unless noted, on the % scale 0 is the no-effect control and ±100 the full control effect.

SMILES	FBPA Giardia inh	HCMV antiviral	AMA1 RON2 block	AmpC no deterg	Sm TGR block	AmpC inh detg
Cc1nc(C)c(C(=O)N/N=C/c2c[nH]c3ccccc23)s1	-6%	nt	80%[activator]	-2%	-10%	-6%
NC(=O)C1CCN(C(=O)c2ccc3c(=O)n(Cc4ccco4)c(SCC(=O)c4ccc(F)cc4)nc3c2)CC1	0%	nt	nt	15%	-16%	-10%
CCOc1ccc(Br)cc1S(=O)(=O)N1CCCC1	-5%	?	-1%	-12%	-11%	-6%
O=C(CN1CCN(S(=O)(=O)c2ccc(Br)cc2)CC1)N/N=C/c1cccnc1	-1%	-13	31%[activator]	2%	-4%	?
CCOC(=O)C(=CNc1ccc2c(c1)nnn2-c1ccc(Cl)cc1)C(=O)OCC	20%	-9	-11%	-22%	-5%	-8%
O=Cc1ccc(-n2cccn2)cc1	3%	-24	-4%	-5%	8%	1%
O=C(CN(c1ccccc1)S(=O)(=O)c1ccccc1)Nc1ccc(F)cc1	-12%	-19	12%	-54%	0%	2%
COc1ccc(C2C(C(=O)N3CCN(c4ccccc4)CC3)c3ccccc3C(=O)N2C)cc1 (centres undefined)	-2%	1	-3%	95%[activator]	?	-4%
CC(C)C[C@H](NC(=O)OC(C)(C)C)c1nnc(SCc2ccccc2)o1	-3%	32	1%	25%	-8%	-1%
COc1cc(Nc2nc(SCc3ccccc3F)nc3ccccc23)cc(OC)c1	nt	-22	nt	nt	8%	8%
CC(=O)C[C@@H](O)CC(=O)[C@@H]1OC(=O)[C@H](C)C/C=C\Cc2ccccc21	nt	-1	13%	-12%	nt	nt
CNC(=O)c1ccc(Nc2nnc(-c3ccc(C)c(S(=O)(=O)N(C)C)c3)c3ccccc23)cc1	nt	-16	nt	nt	11%	15%
CC(=O)[C@@]1(O)CC[C@H]2[C@@H]3C[C@H](C)C4=CC(=O)C=C[C@]4(C)[C@@]3(F)[C@@H](O)C[C@@]21C	3%	67	7%	-10%	-18%	-4%
Cc1nn(C(C)C(=O)NCc2cccc(F)c2)c(=O)c2c1sc1ccccc12 (centres undefined)	nt	-16	nt	nt	2%	-1%
CCN1C(=O)Cc2cc(S(=O)(=O)NCCc3ccccc3)ccc21	5%	14	-2%	-25%	-7%	-6%
COc1ccc(NC(=O)COc2coc(CN3CCN(c4ccccc4)CC3)cc2=O)cc1	nt	-5	-2%	-17%	0%	0%
COc1ccccc1NS(=O)(=O)c1ccc(NC(C)=O)cc1	0%	38	-7%	-16%	1%	2%
Cc1ccc(S(=O)(=O)NC(=O)Nc2ccc(C)cc2C)cc1	nt	0	-7%	-6%	-1%	-2%
CCCn1c(SCC(=O)Nc2ccc(Cl)cc2)n[nH]c1=O	-8%	-15	?	-21%	-3%	-9%
COc1ccccc1NC(=O)CN1C(=O)C(C)(C)c2ccccc21	nt	4	nt	nt	11%	4%
CC1CCC(NC(=O)c2ccc3snnc3c2)CC1 (centres undefined)	2%	11	8%	-28%	-2%	-3%
N=c1c(C(=O)NCc2ccco2)cc2c(=O)n3ccccc3nc2n1CCc1ccccc1	-16%	?	-8%	9%	-15%	?
CN1CCN(S(=O)(=O)c2ccc(NC(=O)c3ccc(Br)s3)cc2)CC1	-1%	68	6%	4%	-8%	?
Cc1ccc(C)c(C(=O)CN2C(=O)NC3(CCC(C)CC3)C2=O)c1 (centres undefined)	7%	37	-4%	-12%	-10%	-2%
COc1ccc([C@H]2CC(=O)C=C(c3cccc(CO)c3)C2)cc1	nt	1	2%	2%	?	0%

Profiles as entered above. Screens in order: FBPA Giardia inh, HCMV antiviral, AMA1 RON2 block, AmpC no deterg, Sm TGR block, AmpC inh detg
Entry for `CC(C)C[C@H](NC(=O)OC(C)(C)C)c1nnc(SCc2ccccc2)o1` = -3%, 32, 1%, 25%, -8%, -1%
Entry for `Cc1ccc(C)c(C(=O)CN2C(=O)NC3(CCC(C)CC3)C2=O)c1` (centres undefined) = 7%, 37, -4%, -12%, -10%, -2%
Entry for `Cc1nn(C(C)C(=O)NCc2cccc(F)c2)c(=O)c2c1sc1ccccc12` (centres undefined) = nt, -16, nt, nt, 2%, -1%
Entry for `COc1ccccc1NS(=O)(=O)c1ccc(NC(C)=O)cc1` = 0%, 38, -7%, -16%, 1%, 2%
Entry for `CCOc1ccc(Br)cc1S(=O)(=O)N1CCCC1` = -5%, ?, -1%, -12%, -11%, -6%

Some of the entries so far, in markdown.
| SMILES | FBPA Giardia inh | HCMV antiviral | AMA1 RON2 block | AmpC no deterg | Sm TGR block | AmpC inh detg |
| --- | --- | --- | --- | --- | --- | --- |
| NC(=O)C1CCN(C(=O)c2ccc3c(=O)n(Cc4ccco4)c(SCC(=O)c4ccc(F)cc4)nc3c2)CC1 | 0% | nt | nt | 15% | -16% | -10% |
| CCOc1ccc(Br)cc1S(=O)(=O)N1CCCC1 | -5% | ? | -1% | -12% | -11% | -6% |
| O=C(CN1CCN(S(=O)(=O)c2ccc(Br)cc2)CC1)N/N=C/c1cccnc1 | -1% | -13 | 31%[activator] | 2% | -4% | ? |
| CCOC(=O)C(=CNc1ccc2c(c1)nnn2-c1ccc(Cl)cc1)C(=O)OCC | 20% | -9 | -11% | -22% | -5% | -8% |
| O=Cc1ccc(-n2cccn2)cc1 | 3% | -24 | -4% | -5% | 8% | 1% |

Other results.
SMILES	FBPA Giardia inh	HCMV antiviral	AMA1 RON2 block	AmpC no deterg	Sm TGR block	AmpC inh detg
O=C(NC1CCCc2ccccc21)c1cc(F)cc(F)c1 (centres undefined)	-1%	-37	0%	-20%	-5%	-7%
N#CC1(C#N)C(c2ccccc2)OC23CCCCCC2C1(C#N)C(=N)O3 (centres undefined)	-25%	-11	0%	-26%	25µM*	-7%
O=C1Nc2ccc([N+](=O)[O-])cc2OC1CCN1CCN(Cc2ccc3c(c2)OCO3)CC1 (centres undefined)	-1%	-29	-4%	-17%[2.29 µM]	-6%	-11%
CCc1nnc(NC(=O)c2ccc(OC)cc2OC)s1	-6%	79	-3%	25%	-17%	0%
Cc1ccc(-c2c(C)n([O-])c3c([n+]2=O)CCCC3)cc1	4%	-20	17%	-12%	-3%	-13%
CCOC(=O)c1cnc2c(Cl)cc(Cl)cc2c1NCCOCCO	-1%	-33	1%	67%[activator]	-25%	3%
CC(C)OCCCNC(=S)Nc1ccc2nc3n(c(=O)c2c1)CCCCC3	-1%	-18	-18%	-20%	?	-1%
COc1cc(C2C(C#N)=C(N)N(N(C)C)C3=C2C(=O)CC(C)(C)C3)cc(OC)c1OC (centres undefined)	-27%	-82*	1%	0%	-8%	-2%
NCCOc1ccccc1OCCN	-1%	0	-12%	-19%	16%	-7%
CN(C)S(=O)(=O)c1ccc(C(=O)Nc2ccccc2OC(F)(F)C(F)F)cc1	3%	-19	17%	-1%	2%	?
O=C(NCC(=O)N(c1ccc(Cl)cc1)C(C(=O)NC1CCCC1)c1ccncc1)c1ccco1 (centres undefined)	12%	3	3%	1%	9%	-8%
COC(=O)C(Cc1ccccc1)NC(=O)c1cc(=O)[nH]c2ccccc12 (centres undefined)	8%	-5	0%	-11%	9%	7%
COC(=O)c1cn(C(=O)c2ccc(C)c(C)c2)c2ccccc12	4%	?	19%	-12%	1%	-5%
O=C(NCCCc1ccccc1)C(=O)NCC1OCCN1S(=O)(=O)c1ccc(F)cc1 (centres undefined)	nt	12	-2%	-19%	-2%	-2%
COc1cc(C2NC(=O)CCC2[N+](=O)[O-])cc(OC)c1OC (centres undefined)	11%	67	-4%	-18%	0%	7%
CCOC(=O)C1CCN(C(=O)c2cccc(S(=O)(=O)N3c4ccccc4CC3C)c2)CC1 (centres undefined)	nt	3	11%	158%[activator]	-1%	?
CC1(C)CC(=O)C(CC2=C(O)CC(C)(C)CC2=O)=C(O)C1	-5%	15	6%	-11%	2.8µM*	-4%
Cc1cc(C)cc(NC(=O)C(=O)NC(C)c2ccccc2)c1 (centres undefined)	nt	-26	nt	nt	7%	12%
Cc1cc(C)c2c(n1)nn1c(C)c(CCC(=O)NCc3ccco3)c(C)nc21	0%	54	-7%	73%[activator]	?	-5%
N#Cc1c(C(F)(F)F)cc(-c2ccc(Cl)c(Cl)c2)nc1SCCN1CCOCC1	11%	33	-2%	-22%	-13%	?
COc1ccccc1OCCCCn1c(C2CC(=O)N(c3ccccc3Cl)C2)nc2ccccc21 (centres undefined)	nt	14	nt	nt	-1%	3%
Cc1oc2ncn(CC(C)C)c(=O)c2c1C(=O)Nc1cc(F)ccc1F	nt	6	nt	nt	5%	-4%
COc1ccc(C(c2nnnn2C2CCCC2)N2CCN(c3ccccc3)CC2)cc1 (centres undefined)	0%	-40	-3%	8%	-3%	-10%
CCN(CC(N)=O)S(=O)(=O)c1ccc(F)cc1	8%	-9	1%	-12%[2.29 µM]	-2%	0%
O=C(c1cc(S(=O)(=O)N2CCCCC2)ccc1F)N1CCCCC1	-3%	22	3%	-4%	8%	3%
SMILES	FBPA Giardia inh	HCMV antiviral	AMA1 RON2 block	AmpC no deterg	Sm TGR block	AmpC inh detg
Cc1cc(O)cc2c1O[C@@](C)(CCC[C@@H](C)CCC[C@@H](C)CCCC(C)C)CC2	nt	25	0%	-27%	-18%	-8%
N=C1c2ccccc2CN1NC(=O)c1ccc(Cl)cc1	nt	54	-8%	-51%	8%	-13%
CCCn1c(=N)n(CC(O)c2ccco2)c2ccccc21 (centres undefined)	0%	46	-9%	-17%	?	-12%
COc1ccccc1N1CC(C(=O)Nc2ccc(S(=O)(=O)N3CCCC3)cc2)CC1=O (centres undefined)	nt	-13	1%	12%	nt	nt
Cc1cccc(N2CCN(C(=O)CC(NC(=O)c3ccccc3Cl)c3ccccc3)CC2)c1C (centres undefined)	0%	?	7%	-7%	1%	0%
COc1cc(/C=N/NC(=O)c2cccc(S(=O)(=O)N3CCCC3)c2)ccc1O	nt	1	68%[activator]	-22%	-19%	0%
Cc1cccc(CSc2nc(-c3cccs3)ccc2C#N)c1	nt	-2	nt	nt	0%	-1%
Cc1csc(N(C)C(=O)CSc2nnc(COc3cccc4ccccc34)o2)n1	-17%	27	7%	28%	13%	-3%
CC1=C(C(=O)OCc2ccccc2)C(c2cccc(Br)c2)NC(=O)N1 (centres undefined)	-7%	-20	-1%	-22%	-18%	?
CC1(OC(=O)C2CCCC2)C(=O)C=C2C=C(c3ccsc3)N(Cc3ccccc3)C=C2C1=O (centres undefined)	?	-13	-14%	49%	1%	1%
Cc1c(C(=S)NC(=O)C2CC2)c(=O)n(-c2ccccc2)n1C	0%	-21	47%[activator]	-31%	-13%	4%
O=C(Nc1ccsc1C(=O)O)c1ccccc1Cl	-5%	25	1%	-23%	14%	5%

Assay outcomes deposited in PubChem by National Center for Advancing Translational Sciences (NCATS).
